Screens deposited in PubChem by National Center for Advancing Translational Sciences (NCATS).
D1 antag: blocks dopamine activation of the human D1 receptor. P21728. AID 504652. activity change, negative = inhibition, % at 10 µM. HEK293 TREx D1 cells, calcium flux, dopamine EC80; hits give low values. actives 3.2% (n = 360,000); in the data active = activity change below about -30%; also: % is scaled to controls: 0 for no effect and ±100 for the full control effect
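Tetracycline-induced HEK293 T-REx cells with force-coupled D1 receptor were loaded with a no-wash calcium dye. Compound was added after a 10 s baseline and read kinetically for 180 s; EC80 dopamine was then added and calcium flux followed another 180 s.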
D2 antag: antagonizes the human D2 dopamine receptor; AID 485344; P14416; HEK293 TREx D2 cells, calcium flux, dopamine EC80; inhibition, % at 10 µM; actives 2% (n = 340,000); in the data active = inhibition above about 30%; also: 0% is about no effect
Target sequence (P14416 whole entry, looked up): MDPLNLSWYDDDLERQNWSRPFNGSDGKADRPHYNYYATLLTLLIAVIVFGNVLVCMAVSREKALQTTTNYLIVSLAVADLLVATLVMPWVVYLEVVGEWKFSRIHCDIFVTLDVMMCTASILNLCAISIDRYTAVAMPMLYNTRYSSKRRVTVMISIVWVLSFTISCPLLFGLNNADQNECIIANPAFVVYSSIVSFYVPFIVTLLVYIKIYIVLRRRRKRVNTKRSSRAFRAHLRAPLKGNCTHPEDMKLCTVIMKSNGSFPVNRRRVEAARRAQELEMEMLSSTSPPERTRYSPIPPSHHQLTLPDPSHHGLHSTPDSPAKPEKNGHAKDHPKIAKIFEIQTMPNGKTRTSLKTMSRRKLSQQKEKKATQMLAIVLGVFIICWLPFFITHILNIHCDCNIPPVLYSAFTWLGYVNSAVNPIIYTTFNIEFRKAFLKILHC
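Tetracycline-induced HEK293 TREx cells expressing D2 receptor forced-coupled to calcium signalling, loaded with no-wash calcium dye. Compounds added and calcium flux read 180 s, then dopamine added at EC80 and read a further 180 s.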
D1 ag: agonists of human D1 dopamine receptor; P21728; HEK293 T-REx D1 cells, calcium flux, agonist mode; activation, % at 2 µM; actives 1% (n = 360,000); also: 0% is about no effect
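Inducible HEK293 T-REx D1 cells, force-coupled to calcium signalling, were plated at 4000 cells/well with tetracycline and held overnight at 30 C. After no-wash calcium dye loading, compound-evoked calcium rise over 180 s flagged agonists.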
RXFP1 antag: blocks the human relaxin receptor RXFP1; Q9HBX9; activity change, negative = inhibition, % at 57.5 µM; AID 1259400; actives 0.59% (n = 350,000); HEK293-RXFP1, relaxin-stimulated cAMP HTRF, 30 min; hits give low values;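 active = activity change of -60% or lower, but not beyond a set lower limit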; also: % is scaled to controls: 0 for no effect and ±100 for the full control effect
D2 potentiator: positively modulates the human D2 dopamine receptor allosterically; actives 0.34% (n = 340,000); P14416; HEK293 T-REx D2, calcium flux, EC20 dopamine potentiation; AID 485347; potentiation, % at 10 µM;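 active = potentiation over 3 SD above the plate norm, cut at about 30% in these data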; also: 0% is about no effect
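Primary screen. Calcium kinetics in induced HEK293 T-REx D2 cells: compound pre-addition 180 s, EC20 dopamine, 180 s more.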
TRHR PAM: allosteric enhancers of human TRH receptor | enhancement, % at 2 µM | actives 0.66% (n = 360,000) | TRHR cells, fluo-8 calcium fluorescence, EC20 TRH enhancement | P34981; in the data active = enhancement above about 30%; also: 0% is about no effect
Target sequence (P34981 whole entry, looked up): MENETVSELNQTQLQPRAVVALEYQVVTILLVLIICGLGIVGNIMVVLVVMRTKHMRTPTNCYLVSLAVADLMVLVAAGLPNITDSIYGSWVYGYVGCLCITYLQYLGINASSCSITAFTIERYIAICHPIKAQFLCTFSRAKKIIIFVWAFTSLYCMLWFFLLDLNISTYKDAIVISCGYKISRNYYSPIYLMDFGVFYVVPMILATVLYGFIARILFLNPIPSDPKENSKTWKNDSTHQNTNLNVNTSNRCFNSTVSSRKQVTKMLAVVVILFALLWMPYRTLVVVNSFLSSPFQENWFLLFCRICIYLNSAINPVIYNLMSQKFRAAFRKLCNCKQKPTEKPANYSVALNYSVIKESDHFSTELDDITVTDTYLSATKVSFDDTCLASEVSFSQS
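TRHR-expressing cells loaded with fluo-8 calcium dye were read kinetically (ex 480/em 530) during compound addition, then stimulated with an EC20 of TRH (10 nM final). Enhancement of the Gq-mediated intracellular calcium response was scored.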
D2 ag: agonists of human D2 dopamine receptor; activation, % at 2 µM; P14416; AID 485358; actives 0.53% (n = 340,000); HEK293 T-REx D2 cells, calcium flux agonist mode;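 active = activation over 3 SD above normal in the single-dose calcium agonist read, cut at about 30% in these data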; also: 0% is about no effect
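Agonism scored from kinetic calcium signal (1 read/sec, 180 s) following compound pin transfer, after a 10 s baseline. Cells: HEK293 Trex line expressing inducible D2 receptor coupled to calcium, dye-loaded after overnight culture at 30 C.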
TRHR agonist: agonists of human TRH receptor. P34981. TRHR cells, calcium flux fluo-8, FDSS agonist mode. activation, % at 2 µM. actives 0.18% (n = 360,000). AID 493084; also: 0% is about no effect
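TRHR-expressing cells loaded with fluo-8 calcium dye; 23 nL library compound pin-transferred, kinetic FDSS fluorescence (Ex 480/Em 530) recorded about 180 s for agonist-induced calcium release, before a 10 nM TRH EC20 addition for potentiator mode.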
D1 potentiator: human D1 dopamine receptor positive modulation; P21728; HEK293 TREx D1 cells, calcium flux, dopamine EC20 potentiation; potentiation, % at 10 µM; actives 0.036% (n = 360,000); in the data active = potentiation above about 30%; also: 0% is about no effect
The depositor's hits bear a star; · = no result given. Rule as the data show it, unless noted: active = activation above about 30%; inactive = the rest.

Short keys – A = D1 antag; B = D2 antag; C = D1 ag; D = RXFP1 antag; E = D2 potentiator; F = TRHR PAM; G = D2 ag; H = TRHR agonist; I = D1 potentiator
Cc1ccc(S(=O)(=O)NC(=O)c2cccc(C)c2)cc1
  A: -16	B: 12	C: 6	D: 1	E: 7	F: -1	G: 0.8	H: 0.6	I: -4
CCCN(CCC)C(=O)CSc1nc2n[nH]c(C)c2c(=N)n1-c1ccc(OCC)cc1
  A: 4	B: 10	C: 4	D: -3	E: 0	F: 2	G: -0.4	H: -0.8	I: 2
O=C(CCCCCCCC(=O)NCC1CCCO1)NCC1CCCO1 (stereo not drawn)
  A: -9	B: -1	C: 2	D: 1	E: -2	F: -2	G: 0.1	H: 0.6	I: 2
CCc1ccccc1NC(=O)N1CCC(NC(=O)C(Cc2ccc(OC)c(OC)c2)NC(C)=O)CC1 (stereo not drawn)
  A: -9	B: -10	C: 2	D: -4	E: 7	F: 0	G: 1.5	H: 0.3	I: 2
Cc1cc(C)cc(NC(=O)c2oc3ccc4c(c3c2C)C(=O)CC(C)(C)O4)c1
  A: 12	B: ·	C: 12	D: ·	E: ·	F: -1	G: ·	H: 0.0	I: 10
NC(=O)C[n+]1cccc(/C=N/O)c1
  A: 3	B: -17	C: 4	D: -6	E: -3	F: 12	G: 0.0	H: 1.0	I: 1
Cc1ccc(NS(=O)(=O)c2cc3[nH]c(=O)c(=O)[nH]c3cc2C)c(C)c1
  A: 15	B: -3	C: 1	D: 9	E: 3	F: 2	G: 0.3	H: 0.2	I: -7
O=C1OC(N2CCN(C(=O)c3ccco3)CC2)c2ccccc21 (stereo not drawn)
  A: -23	B: ·	C: 0	D: -2	E: ·	F: -1	G: ·	H: 0.9	I: -2
N#Cc1cc2c(nc1SCC(O)CS(=O)(=O)Cc1ccc(Cl)cc1)CCCC2 (stereo not drawn)
  A: -9	B: -26	C: 8	D: -4	E: 12	F: -1	G: 0.1	H: 0.3	I: -4
C[C@@H](O)C1NC(=O)[C@H](CCCCN)NC(=O)c2cc([N+](=O)[O-])cc(I)c2OCC[C@@H](C(N)=O)NC1=O (stereo partly drawn)
  A: -4	B: -15	C: -3	D: ·	E: -2	F: -5	G: 0.7	H: 0.3	I: -1
COc1ccc(-n2c3c(cc(-c4nc(-c5ccc(Cl)cc5)cs4)c2=O)C(=O)CC(C)(C)C3)cc1Cl
  A: 2	B: ·	C: 2	D: -6	E: -7	F: -3	G: 0.4	H: 0.2	I: 2
COC(CNC(=O)c1cc(C(=O)c2c(-c3c(Cl)cccc3Cl)noc2C)c[nH]1)OC
  A: -6	B: -4	C: 8	D: -5	E: 2	F: 18	G: -1.6	H: -0.3	I: -9
CCOCCCNC(=O)c1ccccc1Br
  A: -3	B: 0	C: 7	D: 32	E: 5	F: 1	G: -0.5	H: 1.1	I: 4
O=C(N[C@@H](Cc1ccccc1)C(=O)O)c1c(F)c(F)c(F)c(F)c1F
  A: 19	B: -2	C: -4	D: ·	E: -3	F: 2	G: 0.1	H: 0.2	I: -4
CCN(CC)c1ccc(NC(=O)c2ccc(Cl)nc2)cc1
  A: 14	B: 3	C: 1	D: -12	E: 7	F: -2	G: 0.6	H: -0.2	I: -2
Cn1nnnc1SCC(=O)N1CCN(c2ccc(Cl)cc2)CC1
  A: 10	B: -15	C: 0	D: 0	E: 12	F: -3	G: 2.3	H: 1.0	I: 4
CCC(CCC(=O)NNC(=O)Cc1ccc([N+](=O)[O-])cc1)C(=O)O (stereo not drawn)
  A: -4	B: 14	C: 1	D: 5	E: 6	F: 8	G: 0.6	H: -0.2	I: -2
CC(=O)c1ccc(N2CCN(c3ncccn3)CC2)c([N+](=O)[O-])c1
  A: -18	B: 9	C: 7	D: -5	E: -8	F: -8	G: -0.2	H: 0.1	I: -12
Cc1ccc(C)c(N2CCN(S(=O)(=O)c3cn(C)c(C)n3)CC2)c1
  A: -6	B: ·	C: 0	D: ·	E: 5	F: 6	G: 0.6	H: 0.0	I: 1
COc1ccc2nc3c(cc2c1)c(NC(=O)CC(C)C)nn3CC(C)C
  A: 0	B: 1	C: 4	D: 4	E: 5	F: 6	G: -1.2	H: 2.2	I: -3
O=C(COc1ccccc1)NCC(c1cccs1)N1CCOCC1 (stereo not drawn)
  A: 1	B: 0	C: 0	D: 14	E: -3	F: 3	G: 0.3	H: 0.1	I: -4
CCCc1ccc(C(=O)NNc2ccc(F)cc2)cc1
  A: -6	B: -5	C: 0	D: -11	E: 3	F: 2	G: -1.6	H: -0.2	I: -5
O=C1N=c2ccccc2=C1c1sc(Nc2ccc(O)cc2)nc1O
  A: 29	B: 3	C: 3	D: -81*	E: 4	F: 12	G: -0.2	H: -1.3	I: -12
COc1ccc(C2NC(=O)NC(C)=C2C(=O)OC2CCCCC2)cc1OC (stereo not drawn)
  A: -1	B: 9	C: 2	D: 6	E: 8	F: 5	G: -0.6	H: -0.7	I: -7
Cc1ccc(NC(=O)Nc2cc(S(=O)(=O)N(C)C)ccc2C)cc1
  A: -17	B: 37*	C: 1	D: 0	E: -28	F: 3	G: -1.8	H: -1.6	I: -5
CN(Cc1nc(-c2cccs2)no1)CC1COCCO1 (stereo not drawn)
  A: 2	B: 9	C: 0	D: 3	E: 7	F: -1	G: 0.1	H: 0.4	I: 1
CCC(CC)C(=O)Nc1ccc2nc(SCC(=O)N3c4ccccc4CC3C)sc2c1 (stereo not drawn)
  A: -12	B: ·	C: 0	D: ·	E: 7	F: 4	G: 3.1	H: -0.1	I: 0
NC(=O)c1c(NC(=O)c2ccncc2)sc2c1CCCCCC2
  A: -8	B: ·	C: 37*	D: -5	E: ·	F: 5	G: ·	H: 2.3	I: -9
Cc1onc(-c2ccccc2Cl)c1C(=O)N1CCN(C)CC1
  A: 1	B: 8	C: 3	D: -10	E: -11	F: 4	G: 2.7	H: 0.5	I: -13
COc1cccc(-c2nc(S(=O)(=O)c3ccccc3)c(N3CCCCC3)o2)c1
  A: 9	B: ·	C: -1	D: 14	E: 4	F: 0	G: -1.7	H: -0.8	I: 0
Brc1cc2c(cc1/C=N/Nc1nc(N3CCCC3)nc(N3CCOCC3)n1)OCO2
  A: -7	B: 11	C: 1	D: -5	E: 0	F: 2	G: 0.3	H: -0.7	I: 0
O=C(Cn1c(=S)[nH]c2ccccc2c1=O)N1CCN(c2ccccc2)CC1
  A: -17	B: 31*	C: 2	D: -10	E: 3	F: -1	G: 3.3	H: 0.4	I: -2
CCOC(=O)C1CCN(S(=O)(=O)c2cnc[nH]2)CC1
  A: -10	B: 35*	C: 1	D: 2	E: 4	F: 0	G: 0.5	H: 0.2	I: 0
C=CCSc1n[nH]c(-c2ccc(OCCC)cc2)n1
  A: -18	B: -8	C: 1	D: 0	E: -1	F: -3	G: -0.2	H: 0.3	I: 1
Cc1ccc(S(=O)(=O)N2CCCCC2)cc1NC(=O)C1CCC1
  A: -34*	B: -30	C: 7	D: 1	E: 15	F: 4	G: 0.2	H: 0.0	I: ·
CC(Oc1ccc(Cl)cc1Cl)C(=O)NCCCN(C)C (stereo not drawn)
  A: -26	B: ·	C: 3	D: 3	E: 7	F: 5	G: ·	H: 0.2	I: -6
CN(C)c1nc(Nc2ccc(F)cc2)nc(Oc2ccc(F)cc2)n1
  A: -1	B: 0	C: 5	D: -11	E: -1	F: -14	G: 0.3	H: 0.1	I: -2
COc1ccc(C(=O)Nc2cccc(-c3cn4ccsc4n3)c2)c(OC)c1
  A: -17	B: ·	C: 0	D: 4	E: 7	F: 5	G: 0.9	H: -0.4	I: -3
O=C(NCCc1ccc(Cl)cc1)c1cccn1-c1nnc(N2CCCCC2)s1
  A: -7	B: ·	C: 2	D: -34	E: 11	F: -2	G: -0.5	H: -0.7	I: 4
CSc1cccc(NC(=O)C2CCN(S(=O)(=O)c3ccc4c(c3)CCCN4C(=O)C3CCC3)CC2)c1
  A: -48*	B: ·	C: 3	D: -8	E: -8	F: -5	G: 1.2	H: -0.1	I: -4
CCN(CC)S(=O)(=O)c1ccc(N2CCOCC2)c(NS(=O)(=O)c2ccc(C)cc2)c1
  A: -2	B: 3	C: 1	D: 8	E: 3	F: -2	G: 0.5	H: -0.7	I: -2
Clc1cccc(NCc2nnc(SCc3ccccc3)o2)c1
  A: 10	B: 17	C: 3	D: -7	E: -4	F: -1	G: -0.1	H: -0.6	I: 0
c1ccc(Cn2cc(-c3ccccc3)cn2)cc1
  A: ·	B: -24	C: 1	D: ·	E: 9	F: 7	G: -1.0	H: -1.0	I: -1
COc1ccccc1CCC(=O)OCC(=O)N1CCN(S(=O)(=O)c2ccc(C)cc2C)CC1
  A: -8	B: -1	C: 24	D: -6	E: -6	F: -3	G: 0.9	H: 0.9	I: 1
CN(C)c1nc(SCc2ccccc2Cl)nc2c1CCCC2
  A: -14	B: -3	C: 1	D: 0	E: 13	F: 4	G: -0.9	H: -0.8	I: -1
COc1ccc(NC(=O)c2sc(SCc3ccccc3)nc2N)cc1
  A: -4	B: 13	C: 2	D: -7	E: 4	F: -4	G: -1.9	H: 0.1	I: -4
CCc1cc2c(=O)n(CC)c(SC(C)C(=O)Nc3c(C)n(C)n(-c4ccccc4)c3=O)nc2s1 (stereo not drawn)
  A: ·	B: -8	C: 3	D: -9	E: 12	F: 14	G: 0.9	H: -0.1	I: -2
CC(C)NC(=O)c1ccc2c(c1)N(CC(=O)NC1CCCCC1)C(=O)C(C)(C)O2
  A: 12	B: 2	C: 1	D: -2	E: -12	F: -4	G: 0.8	H: 0.2	I: -5
CCOC(=O)C(CSCC(=O)c1ccc(Cl)cc1Cl)NC(=O)OC(C)(C)C (stereo not drawn)
  A: -6	B: 0	C: 9	D: -10	E: -7	F: 3	G: -0.1	H: -0.6	I: -5
COc1cccc(-n2c(SCC(=O)Nc3ccc4c(c3)OCO4)nc3c([nH]c4ccccc43)c2=O)c1
  A: 16	B: ·	C: 2	D: ·	E: -3	F: 2	G: ·	H: 0.2	I: -3
Cc1cc2nnc(SCC(=O)N3C(C)CCCC3C)n2c(N)n1 (stereo not drawn)
  A: -5	B: 30*	C: 2	D: 0	E: 37*	F: 20	G: 0.9	H: 0.6	I: 2
O=C(NCCc1csc2nc(-c3ccccc3F)nn12)C(=O)Nc1cc(F)ccc1F
  A: 12	B: ·	C: 3	D: -2	E: -5	F: -4	G: -0.3	H: 0.0	I: 0

4 successive records already listed:
Short keys – A = D1 antag; B = D2 antag; C = D1 ag; D = RXFP1 antag; E = D2 potentiator; F = TRHR PAM; G = D2 ag; H = TRHR agonist; I = D1 potentiator
CCN(CC)S(=O)(=O)c1ccc(N2CCOCC2)c(NS(=O)(=O)c2ccc(C)cc2)c1
  A: -2	B: 3	C: 1	D: 8	E: 3	F: -2	G: 0.5	H: -0.7	I: -2
Clc1cccc(NCc2nnc(SCc3ccccc3)o2)c1
  A: 10	B: 17	C: 3	D: -7	E: -4	F: -1	G: -0.1	H: -0.6	I: 0
c1ccc(Cn2cc(-c3ccccc3)cn2)cc1
  A: ·	B: -24	C: 1	D: ·	E: 9	F: 7	G: -1.0	H: -1.0	I: -1
COc1ccccc1CCC(=O)OCC(=O)N1CCN(S(=O)(=O)c2ccc(C)cc2C)CC1
  A: -8	B: -1	C: 24	D: -6	E: -6	F: -3	G: 0.9	H: 0.9	I: 1
